Screening results from PubChem BioAssay.
a7 integrin act: activators of alpha7 integrin expression for muscular dystrophy. alpha7betagal myoblasts, beta-gal FDG fluorescence, 48 h. Potency, µM (titrated, usually from 38.3 µM), for the others: at the highest dose activation, usual class: activators. actives 0.064% (n = 350,000). AID 624291;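 further: potency means the concentration at half of the fitted maximal effect; 100% = response of the positive control SU9516; nearly all actives have a fitted effect of over 60% in size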
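alpha7betagal+/- myoblasts (passage 13, 250/well) treated 48 h at 37C with compounds at 1:260 dilution of DMSO stock. Lysed, then beta-galactosidase activity read as FDG fluorescence (ex 480/em 540) after 30 min, with pre-read for autofluorescence.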
Mito fusion yeast: inhibitors of mitochondrial division or activators of mitochondrial fusion; AID 485298; S. cerevisiae fusion-defective mutant growth rescue, CellTiterGlo 48 h; Potency, µM (titrated, usually from 46.1 µM), for the others: at the top dose growth rescue (activation), most hits filed as activators; actives 0.23% (n = 320,000);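 further: potency means the concentration at half of the fitted maximal effect; % of control where 0% means no effect; nearly all actives have a fitted effect of over 45% in size; temperature-sensitive fusion mutants such as fzo1-1 at 37 °C on non-fermentable ethanol glycerol medium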
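Compounds are tested for their ability to restore growth of mitochondrial fusion-defective yeast strains at non-permissive 37C in YPEG medium over 48 hours. Viability is quantified by luciferase luminescence.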
TSHR antagonist: antagonists of human thyroid stimulating hormone receptor | P16473 | TSHR-expressing cells, TSH-stimulated cAMP HTRF, 2 h; hits give low values | activity change, negative = inhibition, % at 11.5 µM | actives 0.2% (n = 330,000);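 active means activity change below a set negative limit, meaning inhibition stronger than a set level, cut at about -70% in these data; inconclusive means activity change between two set negative limits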; further: on the % scale 0 is the no-effect control and ±100 the full control effect
Target sequence (P16473 whole entry, looked up): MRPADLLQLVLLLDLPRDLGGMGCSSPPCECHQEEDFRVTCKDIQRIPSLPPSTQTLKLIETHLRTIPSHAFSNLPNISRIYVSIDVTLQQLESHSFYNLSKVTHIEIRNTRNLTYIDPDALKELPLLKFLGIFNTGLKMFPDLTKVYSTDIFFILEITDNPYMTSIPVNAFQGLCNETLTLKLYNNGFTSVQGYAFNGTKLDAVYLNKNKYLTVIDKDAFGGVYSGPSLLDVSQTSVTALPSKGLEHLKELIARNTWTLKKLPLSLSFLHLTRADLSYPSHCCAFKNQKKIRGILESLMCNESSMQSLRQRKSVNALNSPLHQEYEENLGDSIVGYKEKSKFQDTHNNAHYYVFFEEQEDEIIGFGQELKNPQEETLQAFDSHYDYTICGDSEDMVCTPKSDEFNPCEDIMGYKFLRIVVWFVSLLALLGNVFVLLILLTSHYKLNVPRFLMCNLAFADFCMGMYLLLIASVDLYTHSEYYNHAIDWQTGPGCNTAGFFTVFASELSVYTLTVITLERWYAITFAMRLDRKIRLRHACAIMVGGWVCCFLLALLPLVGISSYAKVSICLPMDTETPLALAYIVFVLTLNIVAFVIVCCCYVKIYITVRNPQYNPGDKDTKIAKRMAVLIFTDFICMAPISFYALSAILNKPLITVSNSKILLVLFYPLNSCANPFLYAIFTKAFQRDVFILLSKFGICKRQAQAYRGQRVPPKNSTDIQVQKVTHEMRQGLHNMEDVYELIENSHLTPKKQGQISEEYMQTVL
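TSHR-expressing cells, 200/well, pre-treated with compound, then stimulated with EC80 TSH (4nM final) for 2 hours at 37 deg C. cAMP measured by competitive HTRF: anti-cAMP cryptate antibody in lysis buffer plus cAMP-d2, read after 30 minutes at room temperature.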
AT treatment: potential ataxia-telangiectasia treatments restoring KAP-1 phosphorylation. […] A-T fibroblasts, KAP-1 phosphorylation AlphaLISA; neocarzinostatin DNA damage 30 min before lysis. Potency, µM (titrated, usually from 57.5 µM), inactives show top-dose activation, usual class: activators. actives 0.19% (n = 320,000). AID 485349; further: potency means the concentration at half of the fitted maximal effect; % of control where 0% means no effect; nearly all actives have a fitted effect of over 45% in size
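hTERT-immortalized A-T patient fibroblasts ([…]), 500 cells/well in OPTI-MEM, 1% FBS, got compounds for 60 min, then NCS for 30 min at 37C. Lysates were then assayed for phospho-KAP-1 by AlphaLISA (anti-pKAP1 donor, anti-KAP1 acceptor beads), 6 hr at 25C.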
Menin MLL FP TR: inhibitors of human menin-MLL interaction, mutant MLL peptide; O00255; Menin + Texas Red MLL mutant peptide, fluorescence polarization; Potency, µM (top dose mostly 61.6 µM), inactives show at the highest dose FP activity change, negative = inhibition, hits mostly inhibitors; actives 0.23% (n = 270,000); active means well fitted inhibition curve with a large enough effect in the polarisation, with a control signal flat, not every such curve was filed as active; inconclusive means small, poorly fitted or top-dose-only effect, or effect the other way, or a change in a side signal; inactive means no such curve, though single readings can be large or run the other way; the % refers to the polarisation; further: potency means the concentration at half of the fitted maximal effect; % of control where 0% means no effect; many of its hits are not listed in these tables
TCR activator: activators of T cell receptors; primary human leukocytes, anti-CD3, IL-2 HTRF, 48 h; Potency, µM (titrated, usually from 9.22 µM), inactives show top-dose activation of IL-2 secretion, hits mostly activators; 330,000 tested, under 10 active; further: % of control where 0% means no effect
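HTRF read-out of IL-2 secretion: europium cryptate donor excited at 320nm, d2 acceptor emission at 665nm. Cells were primary human leukocytes incubated 48 hr with compounds and a-CD3 beads, supplying TCR signal only.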
TSG101-PTAP inh: blocks PTAP/TSG101 interaction to inhibit HIV-1 budding. 340,000 tested, under 10 active. AID 493005. Q99816. Potency, µM (top dose mostly 115 µM), for the others: top-dose activity change, negative = inhibition, most hits filed as inhibitors. Fluorescence polarization, FITC-PTAP peptide / Tsg101 binding; active means well fitted inhibition curve with a large enough effect in the main read-out, with a control signal flat, not every such curve was filed as active; inconclusive means small, poorly fitted or top-dose-only effect, or effect the other way, or a change in a side signal; inactive means no such curve, though single readings can be large or run the other way; further: potency means the concentration at half of the fitted maximal effect; % of control where 0% means no effect
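Compounds were pin-transferred onto Tsg101 binding domain (10 uM final) in HEPES pH 7.5 buffer, then FITC-PTAP peptide was added at 50 nM final. After 20 min at RT, polarization reported peptide displacement across a qHTS concentration series.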
MLL CXXC-DNA inh: inhibitors of human MLL CXXC domain-DNA interaction; Q03164; MLL-CXXC / FITC-HOXA9 DNA fluorescence polarization; Potency, µM (titrated, usually from 115 µM), for inactives: at the highest dose activity change, negative = inhibition, usual class: inhibitors; actives 0.037% (n = 290,000); AID 2662; active means well fitted inhibition curve with a large enough effect in the polarisation, with a control signal flat, not every such curve was filed as active; inconclusive means small, poorly fitted or top-dose-only effect, or effect the other way, or a change in a side signal; inactive means no such curve, though single readings can be large or run the other way; the % refers to the polarisation; further: potency means the concentration at half of the fitted maximal effect
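Steps: dispense CXXC domain solution (7 uM) → pin compounds or unlabeled HOX-A9 DNA control → 5 min ambient → add FLSN-HOX-A9 solution (50 nM) → spin → 30 min ambient → fluorescence polarization. Tris pH 7.5/NaCl/DTT/BSA buffer.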
MBNL1 CUG block: MBNL1-poly(CUG) RNA binding inhibition; TR-FRET MBNL1-His/biotin-(CUG)12 binding, 665/545 ratio; actives 0.036% (n = 280,000); Potency, µM (doses to about 57.5 µM), for inactives: top-dose activity change, negative = inhibition, actives largely listed as inhibitors; AID 2675; active means well fitted inhibition curve with a large enough effect in the signal ratio, with a control signal flat, not every such curve was filed as active; inconclusive means small, poorly fitted or top-dose-only effect, or effect the other way, or a change in a side signal; inactive means no such curve, though single readings can be large or run the other way; the % refers to the signal ratio; further: potency means the concentration at half of the fitted maximal effect; on the % scale 0 is the no-effect control and ±100 the full control effect
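Compounds (final 92 nM to 58 uM) are added to His-tagged MBNL1 and biotin-(CUG)12, then terbium anti-His antibody and streptavidin-XL665 (5 nM final). After 60 min at room temperature, the 665/545 nm ratio is read.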
S-ASM inh: blocks human secretory acid sphingomyelinase | P17405 | actives 0.006% (n = 340,000) | placental ASM, HMU-PC fluorogenic substrate, 60 min | Potency, µM (titrated, usually from 57.5 µM), inactives show at the top dose activity change, negative = inhibition, actives largely listed as inhibitors; further: potency means the concentration at half of the fitted maximal effect
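HMU-PC0 cleavage (9 uM final) by human placental ASM, 60 min at 37 °C following 10 min compound exposure at RT; stopped at pH 10, fluorescence Ex 386/Em 447 nm.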
Starred values were filed as active, the others as inactive; u = inconclusive; x = not tested or not shown; [ ] = remark or other dose. Unless noted, the call rests on the fitted dose curve; in most records, active means well fitted curve in the direction sought with a large enough effect; inconclusive means small, poorly fitted or top-dose-only effect, or another doubt; inactive means no such curve, though single readings can be large; an effect the other way counts as inactive or inconclusive. Some of the compounds tested. The share of hits here may be higher or lower than overall.

The first 2 compounds as a preview:
SMILES	a7 integrin act	Mito fusion yeast	TSHR antagonist	AT treatment	Menin MLL FP TR	TCR activator	TSG101-PTAP inh	MLL CXXC-DNA inh	MBNL1 CUG block	S-ASM inh
COC(=O)[C@@]12CCCCN1[C@H](c1ccc(-c3cc(C(C)=O)cs3)cc1)[C@H]1C(=O)N(C)C(=O)[C@H]12	0%	8%	-11	12%	x	10%	-7%	x	x	-10%
CCOC(=O)C(Cc1ccc(O)c([N+](=O)[O-])c1)N1C(=O)c2ccccc2C1=O (stereo not drawn)	17%	x	x	x	x	-3%	0%	x	x	-3%

Main list, from the start:
SMILES	a7 integrin act	Mito fusion yeast	TSHR antagonist	AT treatment	Menin MLL FP TR	TCR activator	TSG101-PTAP inh	MLL CXXC-DNA inh	MBNL1 CUG block	S-ASM inh
COC(=O)[C@@]12CCCCN1[C@H](c1ccc(-c3cc(C(C)=O)cs3)cc1)[C@H]1C(=O)N(C)C(=O)[C@H]12	0%	8%	-11	12%	x	10%	-7%	x	x	-10%
CCOC(=O)C(Cc1ccc(O)c([N+](=O)[O-])c1)N1C(=O)c2ccccc2C1=O (stereo not drawn)	17%	x	x	x	x	-3%	0%	x	x	-3%
COc1cccc(OC)c1C(=O)Oc1ccc2c(c1)O/C(=C\c1ccncc1)C2=O	-54%[inhibitor]	0%	-17	-8%	10%	6%[46.1 µM]	-1%	-2%	x	-4%
Cc1ccccc1NC(=O)Cn1c(=O)n(-c2ccc(CC(=O)NCC3CCCO3)cc2)c(=O)c2ccccc21 (stereo not drawn)	-9%	-4%	25	-7%	-12%	-3%	0%	6%	0%	2%
CCCc1nnc(SCC(=O)N2CCOCC2)n1Cc1ccco1	-16%	0%	2	-5%	-28%	2%	-8%	4%	2%	2%
CN(C(=O)Cn1cccc1C1=NC(c2ccccc2)CO1)c1ccccc1 (stereo not drawn)	-9%	11%	4	1%	u	3%	3%	11%	2%	-1%
CC(C)COc1ccc(N)cc1OCC(C)C	15%	5%	-4	-5%	-11%	-2%	1%	0%	2%	73%
O=C1N[C@@H](Cc2ccccc2)C(=O)N2CCCC12 (stereo partly drawn)	-4%	x	-8	6%[11.5 µM]	0%[94.6 µM]	2%[46.1 µM]	-2%	x	x	3%
CCn1c(C)cc(/C=C2/SC(=O)N(CC(=O)N3CCCC3)C2=O)c1C	32%	12%	-3	5%	x	-2%	0%	9%	u	25%
C=CCn1c(SCC(=O)NCc2ccco2)nc2sc3c(c2c1=O)CCCC3	5%	2%	11	x	-7%	3%	0%	16%	3%	2%
Cc1cc(NC(=O)COC(=O)C2=COCCO2)c([N+](=O)[O-])cc1C	19%	2%	-19	-5%	-12%	3%	-1%	5%	u	-3%
CN(CC1CCCO1)S(=O)(=O)c1ccc(C(=O)Nc2ccc3c(c2)OCO3)cc1 (stereo not drawn)	5%	-8%	-1	-10%	-7%	3%	-1%	-10%	-2%	-3%
CCNC(=O)OCc1cn(-c2ccc(Cl)cc2)nn1	11%	1%	2	3%	-1%	4%	-3%	1%	7%	3%
CCCCSc1nc(O)c(Cc2ccccc2)c(=O)[nH]1	0%	0%	2	-2%	x	-4%	-4%	-3%	2%	-3%
C#CCOCCOCCOCCNc1nc(N2CCN(C(=O)[C@H](C(C)C)n3cc(CCO)nn3)CC2)nc(N2CCN(C(=O)[C@H]([C@@H](C)CC)n3cc(CCCN=C(N)N)nn3)CC2)n1	-13%	4%	23	x	-18%	-2%	-1%	11%	6%	2%
COc1ccc(C2/C=C\CN(C(=O)c3ccccc3)[C@H](Cc3ccccc3)C(=O)N2Cc2ccc(F)cc2)cc1 (stereo partly drawn)	-13%	-7%	-9	-29%	x	2%	-6%	-2%	4%	-1%
Cc1ccccc1Cn1nc(C)c(NC(=O)C2(C)CC2(Cl)Cl)c1C (stereo not drawn)	9%	0%	1	1%	9%	-1%[46.1 µM]	-1%	-7%	8%[11.5 µM]	x
COc1ccc(N(CC(=O)N/N=C/c2ccc3c(c2)OCO3)S(=O)(=O)c2ccccc2)cc1	x	3%	5	0%	-9%	x	x	1%	-4%	x
COC(=O)c1sccc1NC(=O)c1sccc1C	8%	-2%	-16	8%	-16%	-1%[46.1 µM]	-4%	5%	12%	0%
COc1ccc(NC(=O)CSc2nnc(Cn3c(=O)sc4ccccc43)n2C)cc1OC	10%	-2%	-4	1%	4%	2%[46.1 µM]	-2%	4%	-14%	0%
COc1ccc(C(=O)CC(=O)C(=O)Nc2ccccc2C(F)(F)F)cc1	6%	1%	-5	-2%	-9%	-1%	-1%	3%	6%	-4%
CCCc1cc(=O)[nH]c(SC(CC)C(=O)Nc2ccccc2C#N)n1 (stereo not drawn)	-8%	-5%	-3	1%	6%	-2%	0%	5%	-1%	2%
COc1ccccc1NC(=O)Cn1c2ccccc2c2nc3n(c(=O)c21)CCS3	-29%	-3%	-6	3%	-7%	-3%	0%	3%	-6%	-8%
Cn1c(=O)n(Cc2ccccc2Cl)c2ccccc21	-59%[inhibitor]	10%	-16	3%[11.5 µM]	u	0%	-1%	20%	5%	1%
O=c1[nH]c(=S)[nH]nc1Cc1ccccc1	13%	1%	9	24%	-1%	5%	-6%	-16%	-10%	5%
CCn1c(SCC(=O)N(C)CC(=O)Nc2cccc(OC)c2)nnc1-c1ccco1	36%	-7%	-2	1%	x	-3%	0%	x	x	4%
CC1CC(C)CN(C(=O)COC(=O)c2cncc(Br)c2)C1 (stereo not drawn)	0%	x	-3	8%	x	1%	3%	x	x	4%
O=C(NCCc1ccc(Cl)cc1)c1ccc2nc[nH]c2c1	-1%	-2%	4	-3%	16%	10%	-8%	-6%	-12%	4%
O=C(Nc1ccc(S(=O)(=O)N2CCOCC2)cc1)c1ccc([N+](=O)[O-])s1	-34%[inhibitor]	3%	-11	-2%	x	-1%	-7%	x	x	0%
O=C(NCCN1CCOCC1)c1nn2c(c1Cl)NC(c1ccccc1)CC2C(F)(F)F (stereo not drawn)	-14%	-1%	-7	6%	x	-12%	-4%	-20%	-2%	1%
Cc1ccc(CCC(=O)Nc2ccc(Br)cc2)o1	-12%	1%	-8	-1%	25%	6%	-5%	8%	-2%	2%
Cc1ccc(NC(=O)Nc2ccccc2)nc1	-14%	x	x	x	x	-5%	2%	x	x	-11%
CC1CN(C(=O)c2ccncc2)CC(C)O1 (stereo not drawn)	33%	13%	31	9%	-3%	2%	-1%	6%	-3%	3%
Cc1ccc(-n2ncc3c(N4CCCC4)ncnc32)c(C)c1	-10%	2%	-10	4%	-16%	-10%	2%	0%	u	-2%
COc1ccc(Cn2c(S(=O)(=O)CC(N)=O)nc3ccccc32)cc1[N+](=O)[O-]	x	-1%	-2	-1%	1%	x	x	2%	7%	x
O=C1CC(c2ccco2)CC(O)=C1C=Nc1ccc(Br)cc1 (stereo not drawn)	-40%	-1%	11	-2%	4%	4%	1%	-4%	0%	7%
CCCN1CNC(=S)N(c2cc(C)ccc2C)C1	-8%	-4%	-4	-4%	6%	-3%[46.1 µM]	-6%	-1%	-7%	-2%
Cc1cccc(C)c1NC(=O)N1CCC(n2cnc3ccccc32)CC1	16%	0%	-4	-8%	-10%	-3%	-4%	-2%	1%	1%
Nc1nonc1-c1noc(CCCN2C(=O)c3ccccc3C2=O)n1	9%	0%	-3	4%	-3%	4%	-5%	-3%	1%	4%
Cc1ccc(C)c2sc(NC(=O)CN3C(=O)CCC3=O)nc12	-22%	-7%	12	-6%	x	-3%	-3%	-2%	-8%	-2%

Compound profiles, as listed above. Screens in order: a7 integrin act, Mito fusion yeast, TSHR antagonist, AT treatment, Menin MLL FP TR, TCR activator, TSG101-PTAP inh, MLL CXXC-DNA inh, MBNL1 CUG block, S-ASM inh
CN(CC1CCCO1)S(=O)(=O)c1ccc(C(=O)Nc2ccc3c(c2)OCO3)cc1 (stereo not drawn) is listed as 5%, -8%, -1, -10%, -7%, 3%, -1%, -10%, -2%, -3%
Cc1ccccc1Cn1nc(C)c(NC(=O)C2(C)CC2(Cl)Cl)c1C (stereo not drawn) is listed as 9%, 0%, 1, 1%, 9%, -1%[46.1 µM], -1%, -7%, 8%[11.5 µM], x
Cn1c(=O)n(Cc2ccccc2Cl)c2ccccc21 is listed as -59%[inhibitor], 10%, -16, 3%[11.5 µM], u, 0%, -1%, 20%, 5%, 1%
